Assay outcomes deposited in PubChem by National Center for Advancing Translational Sciences (NCATS).
D2 antag = antagonizes the human D2 dopamine receptor. inhibition, % at 10 µM. 340,000 tested, 2% active. AID 485344. HEK293 TREx D2 cells, calcium flux, dopamine EC80. P14416; in the data active means inhibition above about 30%; further: 0% is about no effect
Target sequence (P14416 whole entry, looked up): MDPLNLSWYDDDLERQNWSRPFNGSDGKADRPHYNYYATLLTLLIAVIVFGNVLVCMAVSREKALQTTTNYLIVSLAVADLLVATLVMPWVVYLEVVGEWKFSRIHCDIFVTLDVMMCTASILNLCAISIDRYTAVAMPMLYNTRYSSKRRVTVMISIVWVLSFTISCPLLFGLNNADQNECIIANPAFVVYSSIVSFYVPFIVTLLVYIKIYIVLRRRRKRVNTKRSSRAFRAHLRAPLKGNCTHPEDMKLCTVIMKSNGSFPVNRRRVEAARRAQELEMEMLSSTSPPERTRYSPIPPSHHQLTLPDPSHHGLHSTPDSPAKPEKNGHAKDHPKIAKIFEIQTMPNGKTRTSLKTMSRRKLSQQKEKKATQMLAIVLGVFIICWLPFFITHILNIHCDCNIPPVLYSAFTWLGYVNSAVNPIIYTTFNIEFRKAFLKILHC
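Read-out: kinetic calcium fluorescence (1 cycle/s) in inducible HEK293 T-REx D2 cells after an EC80 dopamine addition that followed 180 s compound preincubation. Loss of the dopamine response indicates antagonism.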
D1 potentiator = enhances dopamine response at the human D1 receptor; P21728; HEK293 TREx D1 cells, calcium flux, dopamine EC20 potentiation; potentiation, % at 10 µM; 360,000 tested, 0.036% active; AID 504651; in the data active means potentiation above about 30%; further: 0% is about no effect
Target sequence (P21728 whole entry, looked up): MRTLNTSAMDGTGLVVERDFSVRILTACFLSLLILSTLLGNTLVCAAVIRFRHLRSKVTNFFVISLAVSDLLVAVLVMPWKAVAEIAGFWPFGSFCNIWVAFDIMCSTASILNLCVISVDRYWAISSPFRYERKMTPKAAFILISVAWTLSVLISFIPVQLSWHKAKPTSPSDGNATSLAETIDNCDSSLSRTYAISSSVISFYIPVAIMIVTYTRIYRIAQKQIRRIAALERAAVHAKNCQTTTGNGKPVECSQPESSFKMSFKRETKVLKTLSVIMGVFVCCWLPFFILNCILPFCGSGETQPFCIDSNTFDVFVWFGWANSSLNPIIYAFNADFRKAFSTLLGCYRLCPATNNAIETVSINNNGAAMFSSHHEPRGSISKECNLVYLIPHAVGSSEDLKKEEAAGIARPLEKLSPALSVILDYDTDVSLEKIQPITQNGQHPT
D1 antagonist = blocks dopamine activation of the human D1 receptor; 360,000 tested, 3.2% active; P21728; AID 504652; activity change, negative = inhibition, % at 10 µM; HEK293 TREx D1 cells, calcium flux, dopamine EC80; hits give low values; in the data active means activity change below about -30%; further: on the % scale 0 is the no-effect control and ±100 the full control effect
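Tetracycline-induced HEK293 T-REx cells with force-coupled D1 receptor were loaded with a no-wash calcium dye. Compound was added after a 10 s baseline and read kinetically for 180 s; EC80 dopamine was then added and calcium flux followed another 180 s.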
D2 ag = agonists of human D2 dopamine receptor; HEK293 T-REx D2 cells, calcium flux agonist mode; activation, % at 2 µM; 340,000 tested, 0.53% active;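 active means activation over 3 SD above normal in the single-dose calcium agonist read, cut at about 30% in these data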; further: 0% is about no effect
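HEK293 Trex D2 cells, tetracycline-induced, o/n 30 C 5% CO2; no-wash Ca dye, RT 30–90 min; 10-cycle baseline, 23 nl cpd added, kinetic Ca read 180 s; agonist hits = positive Ca response.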
D1 ag = activates the human D1 dopamine receptor; P21728; HEK293 T-REx D1 cells, calcium flux, agonist mode; activation, % at 2 µM; 360,000 tested, 1% active; AID 504660; further: 0% is about no effect
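Agonism was scored from calcium flux recorded over 180 s (1 read/s) after pintool compound addition, following a 10-cycle baseline. Cells were inducible force-coupled HEK293 TREx D1, plated overnight at 30 C and loaded with no-wash calcium dye.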
TRHR agonist = activates the human TRH receptor; TRHR cells, calcium flux fluo-8, FDSS agonist mode; activation, % at 2 µM; 360,000 tested, 0.18% active; further: 0% is about no effect
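Agonist-mode FDSS calcium read (Ex 480/Em 530, 1 s cycles) in 1536-well TRHR cells with fluo-8 dye, after 10-cycle baseline and 23 nL compound addition; TRH at EC20 (10 nM final) added afterwards for the enhancer phase.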
RXFP1 antagonist = RXFP1 (human) relaxin receptor antagonism | Q9HBX9 | HEK293-RXFP1, relaxin-stimulated cAMP HTRF, 30 min; hits give low values | activity change, negative = inhibition, % at 57.5 µM | 350,000 tested, 0.59% active | AID 1259400;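 active means activity change of -60% or lower, but not beyond a set lower limit; inconclusive means change between -60% and -40%, or beyond the set limit; inactive means change above -40%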; further: on the % scale 0 is the no-effect control and ±100 the full control effect
D2 potentiator = positively modulates the human D2 dopamine receptor allosterically. P14416. HEK293 T-REx D2, calcium flux, EC20 dopamine potentiation. potentiation, % at 10 µM. 340,000 tested, 0.34% active. AID 485347;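 active means potentiation over 3 SD above the plate norm, cut at about 30% in these data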; further: 0% is about no effect
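Cells plated with tetracycline inducer and held overnight at 30 C; calcium dye loaded 30–90 min at room temperature; baseline taken, compound added and read 180 s; EC20 dopamine then added and read 180 s.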
TRHR PAM = allosterically enhances the human TRH receptor; 360,000 tested, 0.66% active; P34981; enhancement, % at 2 µM; TRHR cells, fluo-8 calcium fluorescence, EC20 TRH enhancement; AID 493056; in the data active means enhancement above about 30%; further: 0% is about no effect
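Enhancer read-out: after compound pinning and an initial kinetic agonist-mode read, an EC20 of TRH (10 nM final) was injected and fluo-8 calcium signal (Ex 480/Em 530) followed at 1 s/cycle for 100 cycles in TRHR-expressing cells.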
* = called active by the depositor; ? = inconclusive; / = not tested or not shown. Unless noted, no stated cut-off is given here; in the data, active means activation above about 30%; inactive means the rest.

The line under a structure holds: D2 antag | D1 potentiator | D1 antagonist | D2 ag | D1 ag | TRHR agonist | RXFP1 antagonist | D2 potentiator | TRHR PAM
CCOc1ccc(Br)cc1C(=O)N/N=C/c1c[nH]c2ccccc12
    1 | -9 | -16 | -2.1 | 1 | 0.0 | 2 | 13 | 17
CC1CCCC(C)N1CCNC(=O)C1CCN(S(=O)(=O)N2CCCCC2)CC1 (stereo not drawn)
    -2 | -2 | -12 | 0.5 | 4 | 0.9 | 8 | 1 | -2
NNC(=O)c1cccc(S(=O)(=O)Nc2cc(Cl)ccc2Cl)c1
    -7 | -4 | -6 | 1.0 | 1 | -0.6 | -9 | 10 | 11
O=C(NC(=S)N1CCCc2ccccc21)c1ccc(Br)cc1
    18 | 2 | 9 | -0.2 | 2 | 0.4 | 20 | -2 | -1
CN(C)c1ccc(CN(Cc2ccco2)C(=O)COc2ccc(F)cc2)cc1
    / | 2 | -9 | -1.1 | -2 | -1.4 | -25 | / | 7
CNC(=O)NC(=S)NC(=O)c1ccccc1Cl
    4 | -2 | -2 | 2.3 | 2 | 0.6 | -8 | -4 | 5
Cc1ccc2nc(-c3ccc(NC(=O)COc4ccccc4C(C)(C)C)cc3)sc2c1
    / | -2 | 2 | 1.1 | 2 | 1.8 | -1 | -1 | 2
CC(C)(C)c1nn(-c2ccccc2)c2[nH]c(=O)c(CNc3ccc4c(c3)OCCO4)cc12
    -4 | -6 | 1 | 0.5 | 1 | 0.2 | -12 | 0 | -1
c1ccc(-n2nnc3cnccc32)cc1
    20 | 0 | -11 | 0.2 | 0 | 0.0 | 1 | 6 | 2
COc1ccc(C(=O)NCC(c2ccc3c(c2)OCO3)N2CCN(C)CC2)cc1 (stereo not drawn)
    / | -3 | -5 | / | 2 | 0.5 | 0 | -2 | 3
CCc1c(C)nc2ncnn2c1N1CCCC(C(=O)NCCc2ccc(OC)cc2)C1 (stereo not drawn)
    -8 | -4 | -9 | 0.1 | 0 | -0.2 | 13 | 8 | 6
COc1ccc(CCNC(=O)C2=CC=CN3CCS(=O)(=O)N=C23)cc1
    -13 | 3 | 5 | 0.2 | 1 | -0.3 | -2 | 19 | -1
COc1ccc(C(=O)Nc2ccc3c(c2)OCCO3)cc1S(=O)(=O)N1CCOCC1
    12 | -4 | -4 | 0.1 | 1 | -0.7 | 0 | 3 | 5
CN(C)c1cccc(C(=O)NNC(=O)/C=C/c2cccs2)c1
    -8 | 0 | -9 | -0.1 | 1 | 0.4 | -1 | 12 | 5
O=C(NC(=S)N(CCO)Cc1ccccc1)c1ccc(F)cc1Cl
    3 | -7 | -9 | 0.6 | 3 | 0.3 | 0 | 0 | -1

10 entries already listed, ordered by number of heavy atoms, rising.
The line under a structure holds: D2 antag | D1 potentiator | D1 antagonist | D2 ag | D1 ag | TRHR agonist | RXFP1 antagonist | D2 potentiator | TRHR PAM
c1ccc(-n2nnc3cnccc32)cc1
    20 | 0 | -11 | 0.2 | 0 | 0.0 | 1 | 6 | 2
CNC(=O)NC(=S)NC(=O)c1ccccc1Cl
    4 | -2 | -2 | 2.3 | 2 | 0.6 | -8 | -4 | 5
NNC(=O)c1cccc(S(=O)(=O)Nc2cc(Cl)ccc2Cl)c1
    -7 | -4 | -6 | 1.0 | 1 | -0.6 | -9 | 10 | 11
O=C(NC(=S)N(CCO)Cc1ccccc1)c1ccc(F)cc1Cl
    3 | -7 | -9 | 0.6 | 3 | 0.3 | 0 | 0 | -1
COc1ccc(CCNC(=O)C2=CC=CN3CCS(=O)(=O)N=C23)cc1
    -13 | 3 | 5 | 0.2 | 1 | -0.3 | -2 | 19 | -1
CN(C)c1ccc(CN(Cc2ccco2)C(=O)COc2ccc(F)cc2)cc1
    / | 2 | -9 | -1.1 | -2 | -1.4 | -25 | / | 7
COc1ccc(C(=O)NCC(c2ccc3c(c2)OCO3)N2CCN(C)CC2)cc1 (stereo not drawn)
    / | -3 | -5 | / | 2 | 0.5 | 0 | -2 | 3
COc1ccc(C(=O)Nc2ccc3c(c2)OCCO3)cc1S(=O)(=O)N1CCOCC1
    12 | -4 | -4 | 0.1 | 1 | -0.7 | 0 | 3 | 5
Cc1ccc2nc(-c3ccc(NC(=O)COc4ccccc4C(C)(C)C)cc3)sc2c1
    / | -2 | 2 | 1.1 | 2 | 1.8 | -1 | -1 | 2
CC(C)(C)c1nn(-c2ccccc2)c2[nH]c(=O)c(CNc3ccc4c(c3)OCCO4)cc12
    -4 | -6 | 1 | 0.5 | 1 | 0.2 | -12 | 0 | -1

More entries:
The line under a structure holds: D2 antag | D1 potentiator | D1 antagonist | D2 ag | D1 ag | TRHR agonist | RXFP1 antagonist | D2 potentiator | TRHR PAM
Cc1nnc(NC(=O)CSc2nc3c([nH]c4ccccc43)c(=O)n2-c2ccccc2)s1
    / | -2 | 1 | -2.5 | 0 | -0.2 | ? | -6 | -2
CCN(Cc1ccccc1)C(=O)Cn1c(=O)n(CC(=O)NCc2ccco2)c(=O)c2sccc21
    -6 | 4 | -21 | -0.1 | 1 | 0.4 | -7 | 7 | -1
Cc1ccc(C)c(S(=O)(=O)N2CCCCC2CCNC(=O)C(=O)NCc2cccnc2)c1 (stereo not drawn)
    3 | -1 | -20 | -0.4 | 0 | 1.3 | -3 | 3 | -3
OC(CN1CCN(c2ccccc2)CC1)c1c[nH]c2ccccc12 (stereo not drawn)
    54* | -8 | -1 | 30 | 5 | 0.7 | -5 | -24 | -1
Cc1ccc(Cn2nc(C)c(NC(=O)CSc3nc4c(c(C(F)(F)F)n3)CCc3ccccc3-4)c2C)cc1
    -14 | -11 | -86* | -0.5 | 0 | 0.2 | -6 | -3 | 0
Cc1cc(C)n(C(=O)c2ccc(C)c(Br)c2)n1
    10 | -7 | -17 | -0.4 | 1 | -0.3 | -3 | -2 | -5
Brc1ccc(-c2cnc(-c3cccs3)o2)cc1
    11 | -5 | 4 | -0.5 | 4 | 0.3 | -16 | 3 | 16
COc1ccc(C2CC(c3c(Cl)cccc3Cl)n3nc(N)nc3N2)cc1 (stereo not drawn)
    -2 | -5 | -14 | 1.5 | 5 | 0.8 | / | 4 | -8
CCOC(=O)c1cnc2c(ccc3ccccc32)c1Nc1cccc(C(F)(F)F)c1
    / | 1 | -3 | -1.1 | 8 | -0.2 | / | -4 | 0
O=C(NC(=S)NCC1CCCO1)c1ccco1 (stereo not drawn)
    -9 | 2 | 1 | -0.1 | 3 | 0.0 | 4 | -1 | 11
COc1ccc(-c2ccc(Nc3ccc(S(=O)(=O)N4CCCC4)cc3)nn2)cc1OC
    -12 | 2 | -2 | 0.5 | 0 | 0.4 | -4 | 4 | 4
O=C(CNC(=O)c1ccco1)OCC(=O)c1ccc(Cl)cc1
    / | 0 | -13 | / | 2 | -0.1 | 9 | 11 | 1
C[C@@H](C(=O)NCCc1c[nH]c2ccccc12)[C@H]1C[C@]1(C)[C@H](NC(=O)OCc1ccccc1)c1ccccc1
    -4 | 13 | 0 | 2.1 | 1 | 0.3 | / | 3 | 1
O=C(Cc1ccccc1)c1c[nH]c(C(=O)O)c1
    8 | -5 | -7 | -0.4 | 3 | 0.8 | 0 | -1 | -4
Cc1ccc(CC(=O)NCC(C)C)cc1
    0 | 3 | -1 | -0.5 | 2 | -0.1 | -5 | 3 | -2

Carrying on.
The line under a structure holds: D2 antag | D1 potentiator | D1 antagonist | D2 ag | D1 ag | TRHR agonist | RXFP1 antagonist | D2 potentiator | TRHR PAM
CN(Cc1ccsc1)C(=O)CCc1nnc(Cc2c[nH]c3ccccc23)o1
    1 | -2 | 2 | -0.5 | 0 | -0.1 | -15 | 12 | 36*
CCOc1ccc(S(=O)(=O)N2CCC(N3CCN(Cc4ccc(C)cc4)C(=O)C3=O)CC2)cc1
    / | 3 | -13 | -0.4 | 3 | -0.9 | -4 | -1 | 11
CCCCN(C(=O)c1cccc(S(=O)(=O)N2CCOCC2)c1)c1c(N)n(CCC)c(=O)[nH]c1=O
    10 | -6 | 12 | 0.5 | 4 | 1.6 | 5 | 8 | -3
CCOC(=O)COc1ccc2nsnc2c1Cl
    -15 | 0 | -14 | 0.5 | 2 | -0.5 | -8 | 4 | -2
O=C(NCc1ccccc1)c1c[nH]c2ccccc2c1=O
    5 | 6 | -2 | 0.3 | 1 | -0.5 | 0 | -5 | 6
CCOC(=O)Cc1csc(NC(=O)c2ccc(C)cc2)n1
    -6 | -4 | -5 | -0.3 | 8 | -0.6 | -16 | -1 | -2
CN(C)CCCn1c(=O)n(Cc2ccccc2)c(=O)c2c3c(sc21)CCCCC3
    5 | 6 | 3 | 1.0 | 3 | 1.0 | -26 | -42 | 1
Cc1ccc(NC(=O)c2ccc(NCCN)c([N+](=O)[O-])c2)cc1Cl
    -13 | 4 | 2 | 2.1 | -1 | 0.9 | -4 | 2 | -2
Cc1cc(=O)oc2cc(OCC(=O)OCC(=O)NC(=O)NC(C)C)ccc12
    -5 | -5 | -13 | -0.4 | 4 | -0.8 | 0 | 3 | -4
CN1CCN(C(=O)c2ccc(CSc3nc4ccncc4n3Cc3ccc(F)cc3)cc2)CC1
    4 | -3 | -5 | -0.1 | -3 | -0.2 | 7 | 3 | 4
CCOc1ccc2nc(SCC(=O)N3c4ccccc4Sc4ccccc43)c(C#N)cc2c1
    -3 | 3 | -1 | 8.3 | 22 | 7.8 | 4 | -3 | 0
CCOC(=O)C1(Cc2ccc(OC)cc2)CCN(C(=O)c2cc3ccccc3[nH]2)CC1
    -3 | -1 | -3 | -0.8 | 3 | -0.4 | 3 | 7 | -2
COc1ccc(-c2nn(CCC#N)cc2C=C(C#N)C#N)cc1
    / | 7 | 5 | / | 1 | 0.0 | -3 | / | 0
CCOc1ccc2nc(SCC(=O)N(C)C3CCS(=O)(=O)C3)[nH]c2c1 (stereo not drawn)
    -8 | -2 | 5 | -0.1 | 0 | 0.3 | -12 | -13 | -5
CC(C)CCNC(=O)Cc1csc(-c2ccccc2)n1
    12 | -2 | -16 | -0.4 | 1 | -0.3 | -21 | -6 | 2

(continued)
The line under a structure holds: D2 antag | D1 potentiator | D1 antagonist | D2 ag | D1 ag | TRHR agonist | RXFP1 antagonist | D2 potentiator | TRHR PAM
Cc1nn2c(N3CCN(CCO)CC3)c3c(nc2c1-c1ccccc1)CCCC3
    -3 | -2 | -66* | -0.4 | 9 | -0.8 | -16 | -12 | -8
CC(C)NC(=O)Cn1cc(C(=O)C2CC2)c2ccccc21
    -9 | 4 | 3 | 0.2 | 1 | 0.1 | -6 | -8 | 1
O=C(O)c1cc([N+](=O)[O-])ccc1Nc1ccccc1
    11 | 2 | 10 | -0.2 | 4 | 0.3 | / | -11 | 24
NC(=O)CN1C(=O)C2C3C=CC(C3)C2C1=O (stereo not drawn)
    7 | -5 | 5 | 1.2 | 3 | -0.3 | 15 | 2 | -6
